RSV CPE inhibition: RSV antiviral activity via CPE protection, HEp-2 cells, primary 10 µM value included (AID 2391); HEp-2 cells, RSV-induced CPE inhibition; higher % means a stronger effect; 310,000 compounds, 0.13% hits; one-dose CPE inhibition, % at 10 µM; IC50 in µM for titrated hits; in the data active means a potency from the dose series; inconclusive means CPE inhibition mostly from about 23% at the one dose, without a potency; inactive means the rest, 99 in 100 with CPE inhibition below about 21%; further: strong numbers were not always called active
TNAP activators: human TNAP enzyme activators, primary screen, biochemical, luminescent, no phosphate acceptor, uHTS (AID 1001). Alkaline phosphatase, tissue-nonspecific isozyme (Homo sapiens). purified TNAP, luminescent activation assay, no phosphate acceptor; higher activation fold means a stronger effect. one-dose activation fold at 20 µM; EC50 in µM for titrated hits. 200,000 compounds, 0.03% hits; in the data active means activation fold from about 3, or a potency from the dose series; inactive means the rest, 99 in 100 with activation fold below about 1.6; further: many of its hits are not listed in these tables
Myeloid diff 2: induction of myeloid progenitor differentiation, primary screen, cell-based, flow cytometry, MLPCN library | 360,000 compounds, 1% hits | calls only at 10 µM | ER-HoxA9 myeloid progenitors, lysozyme-GFP differentiation | AID 624256, 2012;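 active means normalized GFP-positive differentiation at or above the plate's own cutoff, the solvent-only control mean plus 3 SD; inconclusive means no clear call, values can overlap the other calls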;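 further: cells exposed to compound for four days before flow analysis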
Siah-1 displacement: Siah-1 peptide-binding antagonists, primary screen, biochemical, fluorescence polarization, rhodamine-plectin, uHTS (AID 1817); E3 ubiquitin-protein ligase SIAH1 (Homo sapiens); Siah-1 / rhodamine-plectin peptide fluorescence polarization; higher % means a stronger effect; one-dose displacement, % at 20 µM; IC50 in µM for titrated hits; 290,000 compounds, 0.02% hits;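 active means displacement of at least 50% at 20 µM, with a fluorescence ratio check between 0.3 and a set limit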;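 further: plate controls were Siah plus tracer with DMSO for no effect and tracer alone without Siah for full effect; strong numbers were not always called active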
WT yeast gro inh: growth inhibition of WT strain, primary screen, mitochondrial fusion inhibitor project, WT and mutant strains, chemical genetic; mitochondrial fusion phenotypic screen; inhibition, % at 10 µM; 190,000 compounds, 2.1% hits; AID 1362, 2008; in the data active means inhibition above about 58%; tested in S. cerevisiae
PhoP inhibition: inhibitors of PhoP regulon expression, primary screen, Salmonella Typhimurium, GFP reporter (AID 1863); S. Typhimurium PhoP-regulated promoter GFP reporter, 4 h; higher % means a stronger effect; one-dose inhibition, % at 50 µM; IC50 in µM for titrated hits; 300,000 compounds, 0.16% hits;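 active means inhibition over 29.93%, a cutoff 3 SD above the screen mean, later confirmed by dose response; inconclusive means inhibition over 29.93% but no dose response follow-up; inactive means inhibition at most 29.93% or unconfirmed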;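 further: 0% = low Mg2+ inducing control and 100% = high Mg2+ repressing control; strong numbers were not always called active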
PMI inhibition: human PMI inhibitors, high substrate, primary screen, biochemical, fluorescence intensity, high mannose 6-phosphate (AID 1220) | Mannose-6-phosphate isomerase (Homo sapiens) | recombinant PMI enzyme, coupled fluorescence intensity; higher % means a stronger effect | inhibition, % at 20 µM; hits with a dose series show IC50 in µM | 190,000 compounds, 0.66% hits
XIAP antagonists: XIAP antagonists, biochemical, IAP family, fluorescence polarization (AID 1018); XIAP BIR domain, fluorescence polarization peptide displacement; higher % means a stronger effect; 200,000 compounds, 0.007% hits; displacement, % at 20 µM; hits with a dose series show IC50 in µM; E3 ubiquitin-protein ligase XIAP (Homo sapiens); in the data active means displacement above about 50%; further: a part of the inactive calls stands beside numbers as strong as those of hits
human PMI inhibition: inhibitors of human PMI, primary screen, biochemical, fluorescence intensity, coupled assay (AID 1209). purified PMI enzyme, coupled fluorescence intensity; higher % means a stronger effect. 190,000 compounds, 0.42% hits. inhibition, % at 20 µM; hits with a dose series show IC50 in µM;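 further: plate controls were DMSO vehicle for no effect and wells lacking substrate for full effect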
WT yeast gro inh mutant strain: second read-out of WT yeast gro inh, no call of its own (marks repeat the call); inhibition, %; mitochondrial fusion phenotypic screen, mutant strain inhibition
Myeloid diff 2 GFP+ MAC1+ %: recorded beside Myeloid diff 2, whose call it bears; GFP+ MAC1+ double positive, %; measured here: differentiation confirmed by MAC1 staining
* hit, by the source's call; i = inactive; ? = inconclusive; · = no result given. Unless noted, no stated cut-off is given here; in the data, active means inhibition above about 50%; inactive means the rest.

molecule	RSV CPE inhibition	TNAP activators	Myeloid diff 2	Myeloid diff 2 GFP+ MAC1+ %	Siah-1 displacement	WT yeast gro inh	WT yeast gro inh mutant strain	PhoP inhibition	PMI inhibition	XIAP antagonists	human PMI inhibition
Cc1cc(NC(=O)CSc2nc3cc(C)c(C)cc3cc2C)no1	1.1%	·	i	4.8	14%	·	·	-2%	·	·	·
COc1ccccc1C(C)Nc1nc(-c2cccnc2)nc2ccccc12 (stereo not given)	12%	·	i	0.1	4%	·	·	14%	·	·	·
CN(C)c1cccc(C(=O)N2CCCC(CCC(=O)NCc3ccccc3F)C2)c1 (stereo not given)	0.7%	·	i	1.1	1%	·	·	-5%	·	·	·
Nc1nc2nccc(-c3ccco3)n2n1	-1.0%	1.2	·	·	5%	10	2	3%	-5%	-5.3%	-4%
CCOC(=O)CSc1nc(Nc2ccc3c(c2)OCO3)c2ccccc2n1	0.7%	1.1	i	4.3	5%	19	28	2%	19%	-3.3%	20%
COCCn1c(-c2ccc(OC)cc2)cnc1N	-1.2%	1	i	1.5	-2%	16	-4	6%	7%	-5.7%	-3%
O=C(NNC(=O)c1ccccc1[N+](=O)[O-])c1cccs1	2.1%	1.1	i	1.5	10%	-1	-14	6%	13%	-4.7%	12%
CC1(C)NC(=O)NC2(C)NC(=O)NC(C)(C)C12 (stereo not given)	3.6%	1.2	i	0.2	4%	-7	-41	14%	1%	0.2%	2%
COc1ccc(-n2c(Cc3cccn3C)nnc2SCC(=O)NC2CCCC2)cc1	-1.4%	1.2	i	5.7	2%	9	-2	3%	10%	-7.8%	14%
COc1ccc(N2CCN(S(=O)(=O)CCNC(=O)COc3ccc(Cl)cc3)CC2)cc1	0.2%	·	i	0.0	3%	·	·	-7%	·	·	·
CC1CN(c2ccc(Oc3ccccc3)cc2)c2nc3c(c(=O)[nH]c(=O)n3C)n2C1 (stereo not given)	·	1	i	0.8	-4%	7	31	-9%	-14%	-4.5%	-4%
COC(=O)c1ccccc1NC(=S)NC(NC(=O)COc1ccccc1)C(Cl)(Cl)Cl (stereo not given)	2.0%	1.1	i	0.7	4%	14	5	7%	9%	-1.3%	16%
O=C(NCc1ccc2c(c1)OCO2)C1CCN(c2ncccn2)CC1	-0.6%	1	i	4.8	-1%	-3	-31	-6%	5%	-19%	6%
CN(C)CCCNC(=O)c1ccccc1Oc1ccccc1	0.7%	·	i	0.9	-2%	·	·	-2%	·	·	·
COc1ccc(C(=O)NC2CC(C)(C)NC(C)(C)C2)cc1OC	0.1%	·	i	0.4	-8%	·	·	-5%	·	·	·
COc1ccc(CCCc2nnc(SCC(=O)Nc3nc(C)cs3)n2C)cc1C	3.5%	1.1	i	1.5	2%	-11	-3	-8%	-4%	-2.4%	-1%
COc1ccc(OC)c(NC(=O)CSc2ccc3nnc(-c4cccnc4)n3n2)c1	3.2%	1.1	i	0.3	3%	-11	-4	-15%	17%	6.7%	2%
Cc1ccc(S(=O)(=O)N(C)c2ccc(C(=O)NCc3ccccn3)cc2)cc1	-1.0%	1.1	i	0.4	0%	4	-2	-4%	-4%	0.0%	-8%
Cc1cccc(OCCc2nnc(N)s2)c1C	1.9%	1.1	i	0.9	-2%	6	9	-4%	-4%	-0.1%	-7%
NC(=O)c1nnsc1-c1ccc(-c2snnc2C(N)=O)cc1	2.5%	·	i	0.3	-1%	·	·	-14%	·	·	·
Cc1cccc(N2CCN(C(=O)Cn3sc4nc(C)cc(C)c4c3=O)CC2C)c1 (stereo not given)	?	1.1	?	·	0%	55	83	1%	2%	-1.0%	15%
Cc1ccc(Nc2nc(N)nc(CSc3nnc(C)s3)n2)cc1	-2.5%	·	i	0.4	5%	·	·	-8%	·	·	·
O=C(O)c1ccccc1C(=O)Nn1cnnc1	2.6%	·	i	0.9	4%	·	·	2%	·	·	·
Cc1onc(-c2c(F)cccc2Cl)c1C(=O)Nc1sc2c(c1C#N)CCC(C(C)(C)C)C2 (stereo not given)	3.2%	1	i	0.3	0%	5	-7	-2%	20%	-5.9%	20%
CC(C)(C)OC(=O)N1CCN(C(=O)Nc2ccc3c(c2)OCCO3)CC1	2.8%	1.1	i	0.5	4%	-6	-18	6%	-3%	-1.9%	-5%
O=C(CCS(=O)(=O)c1cc2c(cc1Cl)NC(=O)CO2)NCc1ccccc1	0.1%	·	i	1.5	-1%	·	·	10%	·	·	·
Cn1c2ccccc2c(=O)c2ccc(C#CC3(N)CCCCC3)cc21	-1.1%	·	i	2.6	-2%	·	·	-20%	·	·	·
CC1=C(C(=O)Nc2ccccn2)C(c2ccc3c(c2)OCO3)C2=C(CC(C)(C)CC2=O)N1 (stereo not given)	-0.1%	1	i	0.0	1%	-4	-15	-5%	2%	-7.5%	-6%
Cc1[nH]c2c(C)cccc2c1CCNC(=O)c1ccc2c(c1[N+](=O)[O-])C(=O)c1ccccc1C2=O	-4.7%	1	i	0.0	39%	-17	7	-6%	56%*	2.0%	17%
Cc1ccnc2nc(C(=O)NCc3cccs3)nn12	1.7%	1	i	0.6	-1%	10	2	0%	10%	-2.0%	12%
Cc1ccc(C)c(S(=O)(=O)NCCCn2ccnc2)c1	2.5%	0.9	i	0.3	-1%	-13	21	-1%	-7%	-4.9%	-2%
CC(C)c1ccc(NNC(=O)C2CCC2)cc1	2.3%	·	i	0.3	1%	·	·	-4%	·	·	·
Cc1sc2ncnc(OCC(=O)NC(C)C)c2c1C	-1.1%	1.1	i	1.3	-2%	1	1	-7%	-5%	-6.1%	-6%
O=C(NN1c2ccccc2CCc2ccccc21)c1ccccc1Br	1.9%	1	i	0.2	9%	-16	-33	-5%	8%	-20%	-4%
O=C(c1ccco1)N1CCN(S(=O)(=O)c2ccc([N+](=O)[O-])cc2)CC1	0.3%	1	i	0.0	12%	1	9	-5%	13%	-5.7%	11%
O=C(O)c1ncn(Cc2ccccc2)c1C(=O)O	0.6%	1	i	5.5	-1%	-26	-9	-5%	-7%	-4.2%	-8%
CN1CCN(C(=O)C(=O)c2cn(CC(=O)N3CCCC3)c3ccccc23)CC1	0.3%	·	i	2.4	9%	·	·	-6%	·	·	·
CCCCCn1cnc2sc(CC)cc2c1=O	2.2%	1	i	0.3	-8%	-18	6	-11%	-7%	-5.1%	-8%
O=S(=O)(c1ccc(Cl)s1)N1CCc2ccccc2C1	-0.3%	1.1	i	8.7	5%	-5	15	6%	0%	0.5%	5%
COc1ccccc1-n1cnc2cc(NCc3cccs3)ccc21	2.1%	1	·	·	-1%	·	·	13%	18%	-0.6%	20%
CC(C)CCC(CCNCc1ccccn1)c1ccc(Cl)cc1 (stereo not given)	2.9%	·	i	0.5	1%	·	·	-5%	·	·	·
O=C(NC1CCCN(Cc2ccc(Cl)cc2)C1)c1c(F)ccc(F)c1F (stereo not given)	0.6%	·	i	1.3	7%	·	·	1%	·	·	·
COc1ccc(SC[C@H](Cc2ccccc2)N2CCN(C)CCC2=O)cc1	-2.2%	·	i	1.0	2%	·	·	5%	·	·	·
C/C(=N\NC(=O)OC(C)(C)C)c1ccc[nH]1	1.1%	0.9	i	0.1	5%	8	11	-9%	-2%	-6.8%	-8%
Cn1c(-c2c(N)n(C3CCCC3)c3nc4ccccc4nc23)nc2ccccc21	1.2%	1.1	i	0.4	22%	57	62	11%	-2%	4.1%	0%
CCCOC1CCCN(C(=O)CCc2nnc(Cc3cccc(C)c3)o2)C1 (stereo not given)	0.3%	1.1	i	0.2	0%	6	13	-3%	4%	-3.6%	-1%
CN1CCN(C(=O)c2cccn(Cc3c(Cl)cccc3Cl)c2=O)CC1	2.2%	·	i	0.9	-4%	·	·	-5%	·	·	·
CCOC(=O)c1ccc(NC(=O)c2nc[nH]c2C(=O)N[C@@H](CC(C)C)C(=O)OCc2ccccc2)cc1	1.5%	·	i	1.5	-5%	·	·	-1%	·	·	·

Record cards (already shown). Screens in order: RSV CPE inhibition, TNAP activators, Myeloid diff 2, Myeloid diff 2 GFP+ MAC1+ %, Siah-1 displacement, WT yeast gro inh, WT yeast gro inh mutant strain, PhoP inhibition, PMI inhibition, XIAP antagonists, human PMI inhibition
Entry for CCOC(=O)c1ccc(NC(=O)c2nc[nH]c2C(=O)N[C@@H](CC(C)C)C(=O)OCc2ccccc2)cc1 = 1.5%, ·, i, 1.5, -5%, ·, ·, -1%, ·, ·, ·
Entry for O=C(NC1CCCN(Cc2ccc(Cl)cc2)C1)c1c(F)ccc(F)c1F (stereo not given) = 0.6%, ·, i, 1.3, 7%, ·, ·, 1%, ·, ·, ·
Entry for CN1CCN(C(=O)C(=O)c2cn(CC(=O)N3CCCC3)c3ccccc23)CC1 = 0.3%, ·, i, 2.4, 9%, ·, ·, -6%, ·, ·, ·
Entry for CN1CCN(C(=O)c2cccn(Cc3c(Cl)cccc3Cl)c2=O)CC1 = 2.2%, ·, i, 0.9, -4%, ·, ·, -5%, ·, ·, ·

Additional entries follow.
molecule	RSV CPE inhibition	TNAP activators	Myeloid diff 2	Myeloid diff 2 GFP+ MAC1+ %	Siah-1 displacement	WT yeast gro inh	WT yeast gro inh mutant strain	PhoP inhibition	PMI inhibition	XIAP antagonists	human PMI inhibition
Cc1ccc(C(C(=O)NCc2ccc(F)cc2)N(CCCO)C(=O)C2COc3ccccc3O2)o1 (stereo not given)	2.2%	1.1	i	0.3	8%	5	13	-6%	10%	-5.8%	8%
COC(=O)c1c(NC(=O)c2ccccc2C(=O)O)sc2c1CCC2	0.2%	·	i	0.2	10%	·	·	2%	·	·	·
O=C(NCCN1CCN(c2ccccc2)CC1)C1CCN(S(=O)(=O)c2cccs2)CC1	·	1	i	0.3	1%	16	17	4%	3%	-4.4%	6%
Cc1ccc(C(=O)CC(C(=O)O)n2cnc([N+](=O)[O-])n2)cc1 (stereo not given)	3.8%	1.1	i	0.9	-1%	-22	-19	-1%	-4%	-4.2%	-6%
C/C(=N\Nc1nc(N2CCOCC2)nc(N2CCOCC2)n1)c1ccc([N+](=O)[O-])cc1	3.5%	1.1	i	0.6	-6%	-6	-3	-4%	-5%	-1.8%	0%
COc1cc(Cl)ccc1OCc1cc(C(=O)N(C)Cc2cn(C)nc2C)no1	1.3%	·	i	0.6	13%	·	·	-3%	·	·	·
